BAZ2B block: qHTS Assay for Inhibitors of BAZ2B; AlphaScreen BAZ2B-H3K14Ac peptide displacement; Bromodomain adjacent to zinc finger domain protein 2B (Homo sapiens), Q9UIF8; 360,000 compounds, 4.4% hits; Potency, µM (top dose mostly 114 µM), without a hit: at the highest dose activity change, negative = inhibition, most hits filed as inhibitors; AID 504333, 2011; also: potency is read from the fitted curve at half-maximal effect; % is scaled to controls: 0 for no effect and ±100 for the full control effect; nearly all actives have a fitted effect of over 60% in size
Target sequence (Q9UIF8 whole entry, looked up, the tested form may be a part): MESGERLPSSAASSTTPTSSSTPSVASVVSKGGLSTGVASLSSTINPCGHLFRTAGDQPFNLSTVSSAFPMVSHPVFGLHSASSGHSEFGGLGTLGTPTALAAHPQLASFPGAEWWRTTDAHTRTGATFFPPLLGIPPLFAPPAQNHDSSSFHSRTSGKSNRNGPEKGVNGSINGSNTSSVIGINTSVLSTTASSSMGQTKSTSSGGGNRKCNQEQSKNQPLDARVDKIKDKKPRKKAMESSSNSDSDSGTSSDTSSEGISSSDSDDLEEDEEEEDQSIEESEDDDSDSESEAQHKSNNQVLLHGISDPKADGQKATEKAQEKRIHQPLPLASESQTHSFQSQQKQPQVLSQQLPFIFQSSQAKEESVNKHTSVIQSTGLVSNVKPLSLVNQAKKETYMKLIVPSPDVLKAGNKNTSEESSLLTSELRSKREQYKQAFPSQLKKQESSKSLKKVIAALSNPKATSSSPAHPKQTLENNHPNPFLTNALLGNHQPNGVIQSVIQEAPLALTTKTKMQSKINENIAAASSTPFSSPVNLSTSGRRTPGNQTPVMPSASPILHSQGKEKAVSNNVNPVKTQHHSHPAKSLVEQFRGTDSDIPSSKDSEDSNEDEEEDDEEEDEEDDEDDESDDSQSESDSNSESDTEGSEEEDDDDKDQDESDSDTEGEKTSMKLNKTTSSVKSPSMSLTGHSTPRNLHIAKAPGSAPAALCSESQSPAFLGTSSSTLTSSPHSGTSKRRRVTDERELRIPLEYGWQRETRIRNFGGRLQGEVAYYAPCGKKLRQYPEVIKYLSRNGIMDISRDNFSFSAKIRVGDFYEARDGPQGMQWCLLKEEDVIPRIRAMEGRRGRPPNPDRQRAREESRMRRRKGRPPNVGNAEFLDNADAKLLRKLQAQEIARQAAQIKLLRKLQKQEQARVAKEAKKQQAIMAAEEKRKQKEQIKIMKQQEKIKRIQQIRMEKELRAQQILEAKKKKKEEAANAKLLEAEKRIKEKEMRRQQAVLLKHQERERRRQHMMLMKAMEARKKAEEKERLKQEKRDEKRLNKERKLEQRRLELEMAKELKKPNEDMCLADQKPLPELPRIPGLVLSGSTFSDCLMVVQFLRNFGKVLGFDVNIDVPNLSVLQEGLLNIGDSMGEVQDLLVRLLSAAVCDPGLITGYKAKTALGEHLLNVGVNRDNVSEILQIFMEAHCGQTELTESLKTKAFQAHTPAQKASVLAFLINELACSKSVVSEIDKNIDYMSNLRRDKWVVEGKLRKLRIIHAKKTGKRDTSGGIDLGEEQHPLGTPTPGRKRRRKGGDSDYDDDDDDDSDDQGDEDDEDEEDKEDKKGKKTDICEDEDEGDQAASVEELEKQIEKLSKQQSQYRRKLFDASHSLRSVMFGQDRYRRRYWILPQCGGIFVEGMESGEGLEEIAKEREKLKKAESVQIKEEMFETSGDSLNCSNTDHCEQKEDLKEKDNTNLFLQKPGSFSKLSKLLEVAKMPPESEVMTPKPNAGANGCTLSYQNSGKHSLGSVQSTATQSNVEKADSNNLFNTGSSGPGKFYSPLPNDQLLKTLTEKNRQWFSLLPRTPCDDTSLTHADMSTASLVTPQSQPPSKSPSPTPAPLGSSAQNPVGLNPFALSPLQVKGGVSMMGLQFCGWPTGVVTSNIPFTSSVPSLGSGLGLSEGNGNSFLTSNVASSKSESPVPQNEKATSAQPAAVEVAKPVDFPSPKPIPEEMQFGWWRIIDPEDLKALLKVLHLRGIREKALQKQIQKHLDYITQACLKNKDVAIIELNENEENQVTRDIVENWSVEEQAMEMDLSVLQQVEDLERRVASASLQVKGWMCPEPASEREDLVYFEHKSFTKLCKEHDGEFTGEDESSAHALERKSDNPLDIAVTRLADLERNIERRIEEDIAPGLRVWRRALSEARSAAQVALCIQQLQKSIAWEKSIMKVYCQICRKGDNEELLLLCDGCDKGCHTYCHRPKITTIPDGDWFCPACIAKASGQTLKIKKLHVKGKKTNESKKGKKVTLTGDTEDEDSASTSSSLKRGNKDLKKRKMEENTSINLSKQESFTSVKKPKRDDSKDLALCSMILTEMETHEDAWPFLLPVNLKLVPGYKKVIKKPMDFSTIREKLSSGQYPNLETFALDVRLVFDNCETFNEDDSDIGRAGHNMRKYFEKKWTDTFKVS
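BAZ2B (50 nM) with biotin-H3(5-23)K14Ac peptide (50 nM) in PBS pH 7.4, 0.01% Tween-20, preformed 30 min, then compound 30 min at room temperature; top concentration 110uM. AlphaScreen streptavidin donor/nickel chelate acceptor beads (10 ug/mL final), 20 min dark, signal read.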
POLH inh: qHTS for Inhibitors of Polymerase Eta; DNA polymerase eta (Homo sapiens), Q9Y253; recombinant Pol eta, fluorescent DNA replication assay; Potency, µM (titrated, usually from 114 µM), for inactives: at the top dose activity change, negative = inhibition, usual class: inhibitors; 390,000 compounds, 1.2% hits; also: potency is read from the fitted curve at half-maximal effect; % is scaled to controls: 0 for no effect and ±100 for the full control effect
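Pol eta at 10 nM preincubated with compounds 15 min at room temperature; reaction started with fluorescent substrate (50 nM final) and read kinetically at 0 and 10 min.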
HP1b chromo inh: HTS for Inhibitors of HP1-beta Chromodomain Interactions with Methylated Histone Tails; Chromobox protein homolog 1 (Homo sapiens), P83916; Potency, µM (doses to about 114 µM), inactives show top-dose activity change, negative = inhibition, most hits filed as inhibitors; 390,000 compounds, 0.56% hits; AlphaScreen HP1-beta / biotin-H3K9me3 peptide binding; AID 540317, 2011; also: potency is read from the fitted curve at half-maximal effect; nearly all actives have a fitted effect of over 70% in size; inactives centre near 23
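HP1-beta protein (50 nM final) preincubated 30 min at room temperature with biotinylated H3(1-18)K9me3 peptide (50 nM) in PBS pH 7.4, 0.01% Tween-20, then compound added for 30 min. AlphaScreen streptavidin donor/nickel chelate acceptor beads (10 ug/mL final), 30 min dark, luminescence read.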
JMJD2A Tudor: qHTS Assay for Inhibitors of JMJD2A-Tudor Domain; Lysine-specific demethylase 4A (Homo sapiens), O75164; AlphaScreen JMJD2A-Tudor / H3K4me3 peptide binding; Potency, µM (highest dose often 114 µM), for the others: at the top dose activity change, negative = inhibition, most hits filed as inhibitors; 390,000 compounds, 4.4% hits; also: potency is read from the fitted curve at half-maximal effect; % is scaled to controls: 0 for no effect and ±100 for the full control effect; nearly all actives have a fitted effect of over 50% in size
G9a inh: qHTS Assay for Inhibitors of Histone Lysine Methyltransferase G9a; Histone-lysine N-methyltransferase EHMT2 (Homo sapiens), Q96KQ7; G9a H3K9 monomethylation, AlphaScreen, 2 h; Potency, µM (series often up to 102 µM), for the others: at the top dose activity, negative = inhibition, hits mostly inhibitors; 350,000 compounds, 8.8% hits; also: potency is read from the fitted curve at half-maximal effect; % is scaled to controls: 0 for no effect and ±100 for the full control effect; nearly all actives have a fitted effect of over 75% in size
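Methyltransferase reactions run at room temperature for 2 h (20 nM enzyme, 500 nM biotin-H3K9 peptide, 20 uM SAM) after a 15 min compound preincubation; product detected by AlphaScreen beads and anti-H3K9me1 antibody.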
Pin1 inhibitor: qHTS Assay to Find Inhibitors of Pin1. Peptidyl-prolyl cis-trans isomerase NIMA-interacting 1 (Homo sapiens), Q13526. Pin1 FP peptide displacement, HiFluor488, 10 min. Potency, µM (series often up to 115 µM), inactives show top-dose activity, negative = inhibition, usual class: inhibitors. 390,000 compounds, 0.009% hits. AID 504891, 2011; active = well fitted inhibition curve with a large enough effect in the polarisation, with a control signal flat, not every such curve was filed as active; inconclusive = small, poorly fitted or top-dose-only effect, or effect the other way, or a change in a side signal; inactive = no such curve, though single readings can be large or run the other way; the % refers to the polarisation; also: potency is read from the fitted curve at half-maximal effect; % is scaled to controls: 0 for no effect and ±100 for the full control effect
GLS inhibitor: qHTS for Inhibitors of Glutaminase (GLS). Glutaminase kidney isoform, mitochondrial (Homo sapiens), O94925. GLS enzymatic activity, qHTS titration. Potency, µM (highest dose often 45.5 µM), for the others: at the highest dose activity change, negative = inhibition, usual class: inhibitors. 410,000 compounds, 0.21% hits. AID 624170, 2012; also: potency is read from the fitted curve at half-maximal effect; % is scaled to controls: 0 for no effect and ±100 for the full control effect
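Compounds were pin-transferred onto hKGA, after which L-glutamine (1 mM solution) and a detection mix of glutamate oxidase, HRP and Amplex Red were added. Initial and 30 min RT fluorescence reads were collected.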
Tb PGK inh: qHTS Assay to Find Inhibitors of Phosphoglycerate Kinase. AID 602233, 2012. PGK/GAPDH coupled, Kinase-Glo luminescence, 60 min. 380,000 compounds, 0.043% hits. Potency, µM (highest dose often 57.5 µM), inactives show at the highest dose activity change, negative = inhibition, actives largely listed as inhibitors; also: potency is read from the fitted curve at half-maximal effect; % is scaled to controls: 0 for no effect and ±100 for the full control effect; nearly all actives have a fitted effect of over 60% in size
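Recombinant glycosomal PGK reaction used 1,3-bisphosphoglycerate generated in-well by GAPDH (100nM final) in 100mM TEA pH 7.6, 5mM MgCl2, 0.01% Tween-20. After 60 minutes at room temperature, ATP was read by Kinase-Glo Plus luminescence end-point.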
PI4K2A block: qHTS for small molecular inhibitors of PI4K2A. Phosphatidylinositol 4-kinase type 2-alpha (Homo sapiens), Q9BTU6. purified PI4K2A, ADP-Glo luminescence, 1 h; active compounds read low. activity change, negative = inhibition, % at 76.9 µM. 420,000 compounds, 0.13% hits; in the data active = activity change below about -50%; inconclusive = mostly about -30% to -49%;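 also: -100% = wells without enzyme as full effect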
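In this quantitative HTS, ADP production by PI4K2A was quantified luminescently after 1 h at ambient temperature; 100 microM adenosine served as plate-quality control.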
Active calls of the source: *; i = inactive; ? = inconclusive; · = not tested or not shown; [ ] = another dose, or the depositor's remark. Unless noted, calls follow the shape of the dose curve; as a rule, active = well fitted curve in the direction sought with a large enough effect; inconclusive = small, poorly fitted or top-dose-only effect, or another doubt; inactive = no such curve, though single readings can be large; an effect the other way counts as inactive or inconclusive. This is a subset; count on the stated rates, not on these rows.

no.	structure	BAZ2B block	POLH inh	HP1b chromo inh	JMJD2A Tudor	G9a inh	Pin1 inhibitor	GLS inhibitor	Tb PGK inh	PI4K2A block
1	CCOC(=O)Cn1c(-c2cccnc2Cl)nc2cc(C)c(C)cc21	0%	-15%	3%	-5%	7%	1%	0%	0%	-9
2	Cc1ccc(Nc2nc3ccccc3n3cnnc23)cc1C	0%	-22%	9%	-13%	12%	2%	4%	-8%	2
3	O=C1c2cc(O)cc(O)c2C(=O)c2c1cc(O)c([C@@H](CO)CCO)c2O	·	45µM*	?	79µM*	·	43%[activator]	-17%	-22%	-6
4	CCn1cc(C(=O)OCc2ccccc2)c(=O)c2ccc(C)nc21	3%	-1%	52%[activator]	-23%[11.4 µM]	-1%[12.7 µM]	5%	-15%	-2%	-6
5	COc1ccc(OCC(=O)NCCNC(=O)c2ccncc2)cc1	6%	5%	13%	-1%	-5%	5%	14%	10%	2
6	CC(=O)NN1C(=O)/C(=C2/Sc3ccccc3N2C)SC1=S	0%	-3%	40%[activator]	-4%	10%[2.33 µM]	-15%	-1%	-5%	-3
7	Clc1ccccc1CSc1snnc1-c1ccccc1	201%[activator]	-1%	215%[activator]	194%[activator]	288%[activator]	-6%	1%	i	-4
8	O=C(CC1N=C2c3ccccc3N=C(SCC(=O)Nc3ccccc3F)N2C1=O)NCc1ccc2c(c1)OCO2 (stereo not given)	?	2%	14%	-25%	13µM*	2%	-4%	-7%	-1
9	Cc1ccc(C)c(OCCC(=O)NNC(=O)c2ccccc2)c1	12%	-7%	9%	-15%	3%	-8%	6%	6%	-1
10	O=S1(=O)c2ccccc2N(Cc2cccc(C(F)(F)F)c2)c2ccccc21	-1%	-19%	6%	-14%	12%[59 µM]	8%	1%	10%	2
11	O=C1CC(C(=O)O)S/C(=N\N=C\c2ccc(Br)cc2)N1 (stereo not given)	0%	8%	64%[activator]	-18%	9%	2%	-1%	-7%	-11
12	COc1ccccc1N1CCN(C(CNC(=O)c2ccc3c(c2)OCO3)c2cccnc2)CC1 (stereo not given)	-6%	1%	19%	-18%	·	-3%	22%	2%	-8
13	CCn1c(SCC(=O)Nc2ccc(N3CCOCC3)cc2)nnc1-c1ccc(OC)cc1	-17%	-7%	45%[activator]	-15%	?	-6%	43%[activator]	-9%	4
14	CCS(=O)(=O)N1Cc2ccccc2CC1C(=O)N1CCN(c2cccc(C)c2C)CC1 (stereo not given)	-3%	?	6%	?	?	-2%	3%	-4%	-10
15	CC(=O)c1cccc(NC(=O)c2sc3nc4n(c(=O)c3c2C)CCCC4)c1	-38%	-15%	16%	?	-9%	-5%	8%	-14%	3
16	CC(C)CN(C(=O)CSc1nn(-c2ccc(Cl)cc2)c(=S)s1)C1CCS(=O)(=O)C1 (stereo not given)	0%	-10%	5%	-15%	20µM*	-1%	11%	-3%	-1
17	CCN(C(=O)Cn1c(=O)oc2cc(S(=O)(=O)N3CCCC3)ccc21)c1ccc(OC)cc1	-3%	-9%	39%	-3%	-5%	1%	9%	-5%	4
18	CC(=O)Nc1cccc(NC(=O)C2(c3cccs3)CCOCC2)c1	-4%	-14%	-9%	-8%	7%[59 µM]	-6%	-2%	-9%	5
19	CCc1ccc(/C=N/n2c(COc3ccccc3)n[nH]c2=S)cc1	-26%	-21%	-6%	?	20µM*	-3%	-15%	-8%	10
20	COc1cccc(CNC(=O)CCSCc2ccccc2F)c1	-3%	0%	21%	-14%	-6%[59 µM]	0%	7%	-3%	4
21	CCN(CC(=O)Nc1ccccc1C(F)(F)F)C(=O)CCSc1ccc(F)cc1	17%	-8%	17%	-5%	9%[0.501 µM]	0%	-1%	6%	-1
22	O=C(CCN1CCCCC1)N=Nc1c(O)[nH]c2ccccc12	8%	6%	1%	-19%	?	3%	22%	-5%	-1
23	O=C(O)[C@H]1C[C@@H](CP(=O)(O)O)CCN1	·	·	9%	-6%	-8%[12.7 µM]	0%	4%	·	·
24	CCCOCCc1nnc(N)s1	-2%	-9%	28%	-5%	35%[12.7 µM]	2%	2%	-7%	-23
25	CCc1cc2cc(C)ccc2nc1SCC(=O)Nc1cc(C)on1	28%	1%	14%	?	16%[59 µM]	2%	11%	1%	5
26	CCCC(=O)Nc1ccc(Cc2ccc(NC(=O)CCC)c(C(=O)O)c2)cc1C(=O)O	-4%	-2%	39%[activator]	-7%	?	-1%	0%	0%	5
27	Cn1c(=O)c(=O)n(C)c2cc(S(=O)(=O)NCCOc3ccccc3)ccc21	-5%	-16%	-30%	-11%	2%	0%	-1%	-3%	-11
28	CC1(c2ccccc2)CC(C)(C)N2C(=O)/C(=C3\SC(=S)NC3=O)c3cccc1c32 (stereo not given)	?	-9%	14µM*	28µM*	?	-1%	-4%	-10%	-1
29	COC(=O)CNC(=O)c1cccc(Cl)c1	7%	-20%	31%	-21%	2%	8%	0%	-7%	-1
30	OCCC1CN(CC2CCCCC2)CCN1C1CCCC1 (stereo not given)	2%	2%	19%	-1%	8%[0.501 µM]	-3%	-3%	1%	1

Random excerpt: three compounds from above.
no.	structure	BAZ2B block	POLH inh	HP1b chromo inh	JMJD2A Tudor	G9a inh	Pin1 inhibitor	GLS inhibitor	Tb PGK inh	PI4K2A block
30	OCCC1CN(CC2CCCCC2)CCN1C1CCCC1 (stereo not given)	2%	2%	19%	-1%	8%[0.501 µM]	-3%	-3%	1%	1
9	Cc1ccc(C)c(OCCC(=O)NNC(=O)c2ccccc2)c1	12%	-7%	9%	-15%	3%	-8%	6%	6%	-1
29	COC(=O)CNC(=O)c1cccc(Cl)c1	7%	-20%	31%	-21%	2%	8%	0%	-7%	-1

Next part.
no.	structure	BAZ2B block	POLH inh	HP1b chromo inh	JMJD2A Tudor	G9a inh	Pin1 inhibitor	GLS inhibitor	Tb PGK inh	PI4K2A block
31	CC(Cc1ccccc1)C(=O)Nc1ccc(Br)cc1 (stereo not given)	-2%	-5%	31%	1%	51%[activator]	4%	3%	-6%	-4
32	C=CCOc1ccc2c(CC)cc(=O)oc2c1C	2%	-18%	59%[activator]	15%	13%[59 µM]	-3%	8%	-5%	-4
33	O=C(CSC1=NCCS1)NC1CCCC1	5%	-9%	32%	8%	36%[0.501 µM]	-1%	-3%	i	3
34	O=C(NCC1CCCO1)c1ccc(-c2cccc(C(F)(F)F)c2)o1 (stereo not given)	-7%	-16%	33%	-19%	22%	-2%	-1%	i	-3
35	O=C(c1ccc([N+](=O)[O-])cc1)N(Cc1ccc(Cl)cc1Cl)N1C(=O)CCCC1=O	-31%	-9%	-7%	?	11%[2.33 µM]	2%	0%	i	-6
36	CCC(CO)NCc1ccc(OCC(=O)Nc2cccc(C(F)(F)F)c2)c(OC)c1 (stereo not given)	7%	-15%	21%	-9%	5%[59 µM]	-2%	5%	-12%	-4
37	CCOC(=O)c1nn(-c2ccccc2)c(=O)c2c(NC(C)=O)scc12	·	-7%	23%	-11%	-46%	-4%	-31%	-3%	-4
38	CCOC(=O)C(CC)/C(C)=N\NC(=O)c1ccccc1O (stereo not given)	-9%	-22%	26%	-19%	23%	2%	0%	0%	-4
39	C=CCNC(=O)c1cc(C(=O)C(C)c2ncc(C(F)(F)F)cc2Cl)c[nH]1 (stereo not given)	-16%	-4%	32%	-6%	-33%	3%	-4%	7%	3
40	Cc1[nH]n(-c2ccc(F)cc2)c(=O)c1/C=N/c1sc2c(c1C#N)CCCC2	-36%	-14%	-18%	19%[11.4 µM]	?	7%	21%	-3%	-1
41	Oc1c(C(c2ccc(Cl)cc2)N2CCCC2)sc2nc(-c3ccco3)nn12 (stereo not given)	?	?	24%	-9%	?	?	3%	-7%	51
42	CC(=O)c1ccc(N2CCN(C(=O)c3ccc4[nH]c(C)c(C)c4c3)CC2)cc1	·	-11%	-14%	?	·	4%	11%	2%	-1
43	NC(=O)CC[C@@H]1NC(=O)[C@@H]2CCCN2C(=O)c2cc([N+](=O)[O-])cc(I)c2NCCCC[C@@H](C(=O)NC(CC(=O)O)C(N)=O)NC1=O (stereo not given in full)	-25%	4%	42%[activator]	-22%	56µM*	-13%	-12%	-8%	4
44	COc1ccccc1OCCCn1c(=O)sc2ccccc21	43%[activator]	-17%	78%	18%	29%[59 µM]	-5%	-3%	0%	-3
45	O=C(CN1CCCN(Cc2ccc(F)cc2)S1(=O)=O)NC1CCCC1	-4%	4%	29%	-3%	·	-6%	-16%	-7%	-4
46	CCOc1ccc(NC(=S)Nc2ccccc2C2(C)CC2)cc1	?	-8%	-11%	-25%	-6%[12.7 µM]	2%	-18%	-7%	2
47	CCOc1ccc(-n2c(SCC(=O)NCc3ccco3)nc3ccccc3c2=O)cc1	-16%	-13%	34%	-11%	0%	31%[activator]	-14%	-6%	-4
48	O=C(Nn1c(Cc2ccccc2)nc2ccccc2c1=O)c1c(O)c2cccc3c2n(c1=O)CCC3	0%	-15%	41%[activator]	-12%	20%	5%	4%	-6%	-8
49	CC1=NN(c2nc3ccccc3[nH]2)C(=O)C1Cc1ccccc1 (stereo not given)	22µM*	-9%	35%	50µM*	?	-7%	0%	i	-9
